IL1B NFkB pot = enhances IL-1B driven NFkB nuclear translocation; AID 819; 94,000 tested, 0.3% active; activation, % at 2 µM; HUVEC IL-1B NFkB p65 nuclear translocation imaging;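 active = activation above 40%, about the mean plus 3 SD, also judged a hit on visual image review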;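 note: percent activation is computed from the nuclear over cytoplasmic p65 intensity ratio; values of inactives mirror those of a sister screen read the other way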
NFkB transloc inh = blocks IL-1B driven NFkB nuclear translocation in HUVEC cells; inhibition, % at 2 µM; AID 796; 94,000 tested, 0.43% active; HUVEC IL-1B NFkB p65 nuclear translocation imaging;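 active = inhibition above about 30% together with a positive call from visual inspection of the well image, limit read from the data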;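 note: nuclear over cytoplasmic p65 intensity ratio measured by imaging; 0% = IL-1B stimulated DMSO wells and 100% = unstimulated DMSO wells; values of inactives mirror those of a sister screen read the other way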
MRP reversal = reverses drug resistance mediated by MRP; H69AR cells + 2 uM doxorubicin, CellTiter-Glo, 72 h; differential viability (reversal), % at 10 µM; 85,000 tested, 0.04% active; AID 602;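 active = viability drop by adding the cancer drug above about 55%, with treated viability meeting a 40% cutoff, limit read from the data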;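 note: viability without doxorubicin minus viability with 2 µM doxorubicin for each compound; larger differential means the compound sensitizes cells more to doxorubicin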
PLAP inhibitors HTS = inhibition of human placental alkaline phosphatase – biochemical, luminescence, HTS (AID 690); purified PLAP, luminescent substrate; higher % means a stronger effect; 96,000 tested, 0.08% active; inhibition, % at 20 µM; hits with a dose series show IC50 in µM; in the data active = a potency from the dose series; inactive = the rest, 99 in 100 with inhibition below about 30%; note: strong numbers were not always called active
Bcl-B TR3 displacers = displacers of TR3 peptide from Bcl-B, primary screen, selectivity assay for Bfl-1 inhibitor project, biochemical, fluorescence polarization | displacement, % at 20 µM, or IC50 in µM where a hit was titrated | AID 748 | 96,000 tested, 0.11% active | FP displacement of FITC-TR3 peptide from Bcl-B; higher % means a stronger effect;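 active = displacement above 50% at 20 µM plus a fluorescence interference ratio under 1.5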;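 note: plate controls were wells without compound for no effect and wells lacking Bcl-B protein for full effect; a part of the inactive calls stands beside numbers as strong as those of hits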
MRP reversal cytotoxicity = also measured in MRP reversal; calls as there; viability, %; H69AR cells, CellTiter-Glo, 72 h; measured here: cytotoxicity without doxorubicin
MRP reversal with doxorubicin = further read-out of MRP reversal, marked with its call; viability, %; measured here: viability with 2 uM doxorubicin; hits give low values
NFkB transloc inh cell count 2 µM = recorded beside NFkB transloc inh, whose call it bears; cell count; measured here: cells passing quality filter;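 raw number of nuclei counted in each imaged well without normalization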
IL1B NFkB pot cell count 2 µM = further read-out of IL1B NFkB pot, marked with its call; cell count; measured here: cells passing quality filter
* = called active by the depositor; / = not tested or not shown.

SMILES	IL1B NFkB pot	IL1B NFkB pot cell count 2 µM	NFkB transloc inh	NFkB transloc inh cell count 2 µM	MRP reversal	MRP reversal cytotoxicity	MRP reversal with doxorubicin	PLAP inhibitors HTS	Bcl-B TR3 displacers
Cc1cc(C(C)(C)C)oc1C(=O)N(CC(=O)NC1CCCC1)Cc1ccccc1	/	/	/	/	/	/	/	-4%	3%
Cn1c(CCN2CCCCC2)nc2cc(NS(=O)(=O)c3ccccc3)ccc21	15	134	-15	134	-12	40	53	-11%	9%
COc1cc(OC)cc(-c2nnc(SCC(=O)N(Cc3ccccc3)C(C)(C)C)o2)c1	/	/	/	/	7	65	58	-60%	-7%
O=C(CSc1nnc(CNC(=O)c2c(F)cccc2Cl)o1)c1ccccc1	6	115	-6	115	-12	73	84	/	/
NC(=O)c1ccsc1NC(=O)c1nc(-c2ccccc2)n(-c2ccccc2)n1	/	/	/	/	/	/	/	-62%	-3%
Cc1cc(C)c(S(=O)(=O)N(CC(=O)O)CC(=O)O)c(C)c1	19	181	-19	181	-8	99	107	-16%	7%
CCOC(=O)CSc1nc2ccccc2n1CC(=O)N1CCN(c2ccccc2)CC1	-13	80	13	80	4	92	89	-17%	-11%
O=C(NCCCN1CCOCC1)c1ccc(CS(=O)(=O)Cc2ccccc2Cl)o1	-15	106	15	106	/	/	/	-25%	-6%
O=C(CCn1c(=O)oc2ccccc21)NCCN1CCc2ccccc2C1	4	167	-4	167	2	86	84	-28%	3%
Cc1cccc(-c2noc(CCCC(=O)Nc3cccnc3)n2)c1	-14	113	14	113	/	/	/	-15%	4%
CC1CCCCC1NC(=O)c1ccc(N2CCCC2=O)cc1 (stereo not given)	11	152	-11	152	14	105	92	3%	-8%
CCn1c(SCC(=O)NCc2ccccc2)nc2c(c1=O)SC(C)C2 (stereo not given)	0	177	0	177	10	87	77	-3%	5%
CCN(CC)C(=O)c1sc(NC(=O)c2ccc3c(c2)OCO3)c(C#N)c1C	4	99	-4	99	6	94	88	6%	4%
Cc1ccc(S(=O)(=O)c2c(N)n(CCC(C)C)c3nc4ccccc4nc23)cc1	22	129	-22	129	10	92	82	-37%	-19%
O=C(O)C1OC(C(=O)O)C2C1C(F)(F)C2(F)F (stereo not given)	16	188	-16	188	-11	94	105	-7%	14%
Cc1nc2c3ccccc3n(CC(=O)c3ccc(F)cc3)c(=O)n2n1	/	/	/	/	3	97	94	18%	3%
CCOC(=O)c1ccc(NC(=O)Nc2ccn(C)n2)cc1	1	133	-1	133	-14	75	89	-8%	-4%
Cc1cc(-c2ccccc2)nc(N2CCC(C(=O)NC34CC5CC(CC(C5)C3)C4)CC2)n1	-2	183	2	183	9	94	85	1%	-23%
Cc1cccc(N(C(=O)CCC(=O)Nc2cccnc2)C(C(=O)NC2CCCC2)c2ccncc2)c1 (stereo not given)	-4	103	4	103	11	91	80	/	/
Cc1ccc2nc(Nc3nc(=O)c4ccccc4n3C)nc(C)c2c1	/	/	/	/	-3	70	73	-52%	-36%
O=C1CN(C(=O)COC(=O)C2=COCCO2)c2ccccc2N1	-9	225	9	225	8	112	103	-10%	-10%
COc1ccccc1CO/N=C/c1cccn1-c1nccc(N(C)C)c1C#N	/	/	/	/	11	94	83	-90%	-43%
CCOC(=O)c1sc2nc(N3CCOCC3)c3c(c2c1N)CCC3	9	115	-9	115	-9	71	80	-2%	-19%
CC1CCc2nn(CC(=O)NCCCN3CCOCC3)cc2C1 (stereo not given)	0	42	0	42	5	99	94	3%	-5%
CC1(C)CC(=O)c2c(n(-c3cccc4ccccc34)ccc2=O)C1	-4	52	4	52	2	87	85	10%	0%

The last 2 entries of the part above open the next one:
SMILES	IL1B NFkB pot	IL1B NFkB pot cell count 2 µM	NFkB transloc inh	NFkB transloc inh cell count 2 µM	MRP reversal	MRP reversal cytotoxicity	MRP reversal with doxorubicin	PLAP inhibitors HTS	Bcl-B TR3 displacers
CC1CCc2nn(CC(=O)NCCCN3CCOCC3)cc2C1 (stereo not given)	0	42	0	42	5	99	94	3%	-5%
CC1(C)CC(=O)c2c(n(-c3cccc4ccccc34)ccc2=O)C1	-4	52	4	52	2	87	85	10%	0%
Cc1sc2ncnc(-n3cnc4ccccc43)c2c1C	2	121	-2	121	3	91	88	17%	7%
CCCOC(=O)c1ccc(Oc2c(-c3ccc(OC)cc3O)n[nH]c2C)cc1	6	100	-6	100	-7	2	9	-5%	-4%
COc1ccccc1N1CCN(C(=O)C(C)N(c2ccc(C)c(C)c2)S(C)(=O)=O)CC1 (stereo not given)	6	179	-6	179	-2	79	81	-46%	-6%
Cc1cccc(CCNC(=O)C2CCN(S(=O)(=O)c3c(C)nn(C)c3C)CC2)c1	2	178	-2	178	8	86	78	-34%	-8%
O=C(O)c1cnc(-c2ccccc2)nc1Sc1ccccc1	-2	148	2	148	/	/	/	-3%	6%
Cn1cc(CNC(=O)C2CCCCC2)cn1	4	137	-4	137	/	/	/	10%	-1%
CCOC(=O)CC1C(=O)NC2CCCCC2N1C(=O)Nc1ccc(Cl)cc1 (stereo not given)	5	182	-5	182	3	95	92	12%	-3%
CCN(c1nc(C)cc(OC)n1)S(=O)(=O)c1ccccc1	8	168	-8	168	/	/	/	10%	-8%
Cc1ccc(-c2nnc3n2N=C(c2ccccc2)CS3)cc1	/	/	/	/	3	87	84	10%	0%
O=C(O)CCc1nn2cc(-c3ccccc3)nc2[nH]c1=O	5	162	-5	162	/	/	/	/	/
CCOC(=O)N1N=C(c2ccccc2)CC1(O)C(F)(F)F (stereo not given)	3	178	-3	178	/	/	/	3%	-4%
CCCN1C(=O)/C(=C/c2cc(C)n(C)c2C)SC1=Nc1ccc(OC)cc1	13	187	-13	187	/	/	/	5%	-16%
CN(C)c1ccc(C=NCCC2(O)CCOC(C)(C)C2)cc1 (stereo not given)	13	165	-13	165	9	98	89	/	/
Cn1c(=O)c2c(nc(NCc3ccccc3)n2CCCc2ccccc2)n(C)c1=O	7	115	-7	115	3	78	75	14%	4%
Cc1cc(-c2nnc3n2CCCCC3)c(C)n1-c1ccccc1	-7	118	7	118	-2	84	86	-40%	-5%
COc1ccc(CCn2c(N)c(S(=O)(=O)c3cccs3)c3nc4ccccc4nc32)cc1OC	11	110	-11	110	-21	42	63	/	-11%
O=C(CN1C(=O)c2ccccc2C1=O)Nc1ccc(N2CCOCC2)cc1	9	186	-9	186	-1	103	104	15%	-4%
CC(C)N(C(=O)C(F)(F)F)C(C(=O)NC1CCCCC1)c1ccncc1 (stereo not given)	3	48	-2	48	1	102	100	/	/
CCOC(=O)C1CCCN(C(=O)C2CCN(S(=O)(=O)c3cccs3)CC2)C1 (stereo not given)	8	74	-8	74	9	95	86	-70%	-26%
CN(C)S(=O)(=O)c1ccc(N2CCCC2)c(C(=O)NCc2ccc(Cl)cc2)c1	-28	150	28	150	/	/	/	-9%	0%
COc1ccc(CCN2C(=O)C3C4CC(C5C(C(=O)N/N=C\c6ccc(Cl)cc6)=NOC45)C3C2=O)cc1OC (stereo not given)	/	/	/	/	-1	102	103	-79%	98%
O=C(OCC1COc2ccccc2O1)c1c(F)cccc1F (stereo not given)	32	107	-32	107	1	102	101	28%	-7%
COc1cccc(NC(=O)NCc2cccn2C)c1	9	48	-9	48	10	95	85	-6%	18%
O=C1NCCN1CCNS(=O)(=O)c1ccc2ccccc2c1	9	111	-9	111	6	95	89	7%	4%
O=[N+]([O-])/C(=C\Nc1ccccc1Cl)S(=O)(=O)c1ccccc1	5	164	-5	164	-4	90	94	-35%	-1%

Full records from above.
`O=[N+]([O-])/C(=C\Nc1ccccc1Cl)S(=O)(=O)c1ccccc1` is listed as IL1B NFkB pot = 5; IL1B NFkB pot cell count 2 µM = 164; NFkB transloc inh = -5; NFkB transloc inh cell count 2 µM = 164; MRP reversal = -4; MRP reversal cytotoxicity = 90; MRP reversal with doxorubicin = 94; PLAP inhibitors HTS = -35%; Bcl-B TR3 displacers = -1%
`Cc1cccc(CCNC(=O)C2CCN(S(=O)(=O)c3c(C)nn(C)c3C)CC2)c1` is listed as IL1B NFkB pot = 2; IL1B NFkB pot cell count 2 µM = 178; NFkB transloc inh = -2; NFkB transloc inh cell count 2 µM = 178; MRP reversal = 8; MRP reversal cytotoxicity = 86; MRP reversal with doxorubicin = 78; PLAP inhibitors HTS = -34%; Bcl-B TR3 displacers = -8%

(further entries)
SMILES	IL1B NFkB pot	IL1B NFkB pot cell count 2 µM	NFkB transloc inh	NFkB transloc inh cell count 2 µM	MRP reversal	MRP reversal cytotoxicity	MRP reversal with doxorubicin	PLAP inhibitors HTS	Bcl-B TR3 displacers
CCN(CC)S(=O)(=O)c1ccc(-c2nnc3sc4cccc(C)c4n23)cc1	-6	150	6	150	-17	64	81	-59%	-22%
Cc1ccsc1C(C(=O)NC1CCCCC1)N(C(=O)c1csnn1)C1CC1 (stereo not given)	17	188	-17	188	5	101	95	9%	-4%
COCCCN(C(C)=O)c1nc(-c2ccccc2)cs1	33	150	-33	150	/	/	/	-9%	-14%
Cc1cc(=O)oc2cc(OCC#N)ccc12	-3	51	3	51	-5	100	105	4%	2%
O=C(Nc1ccc(Cl)cc1Cl)c1n[nH]c(Cn2cncn2)n1	6	171	-6	171	/	/	/	-8%	-4%
Cc1ccc(OCCCCn2ccnc2)c(Cl)c1	6	138	-6	138	0	93	92	-38%	-10%
Cc1nc2ccccc2n1CCc1nc2c3ccccc3nc(SCC(=O)NCc3ccco3)n2n1	0	97	0	97	-40	21	60	-11%	-5%
CC1CN=C(N(Cc2ccccc2)C(=O)Nc2ccccc2)S1 (stereo not given)	9	132	-9	132	-5	84	89	-16%	-16%
O=C(Nc1nnc(-c2ccc(Cl)cc2)o1)Nc1ccccc1Cl	11	145	-11	145	-1	83	84	-3%	2%
CCOC(=O)C(=O)Nc1ccc(S(=O)(=O)Nc2ncccn2)cc1	-8	79	8	79	-4	96	100	14%	-12%
O=C(CSc1nnc(-c2ccc(F)cc2)o1)Nc1ccc(S(=O)(=O)N2CCCC2)cc1	10	170	-10	170	-6	82	88	0%	-4%
O=C1S/C(=C/c2ccc(N3CCOCC3)o2)C(=O)N1Cc1ccc(F)cc1	10	141	-10	141	0	26	25	-8%	-244%
COc1ccc2c(c1OC)C(=O)N1c3ccccc3C(=O)N(c3ccccc3F)C21 (stereo not given)	/	/	/	/	1	4	3	7%	-5%
COc1ccccc1-c1cc(C(=O)NCc2ccccc2)no1	-10	121	10	121	-8	93	101	9%	0%
CCOC(=O)CC(=O)CSCC(=O)Nc1ccc(C)cc1	9	194	-9	194	/	/	/	-47%	-5%
CCOC(=O)c1cnc2cc(-c3ccc(Cl)cc3)nn2c1N	5	129	-12	171	/	/	/	10%	4%
Cc1cc(C)c2cc(CN(CCO)C(=O)Nc3ccc(F)cc3)c(=O)[nH]c2c1	-3	130	3	130	-14	38	52	31%	2%
Cc1cc(C(C#N)c2ccccc2)n2ncnc2n1 (stereo not given)	36	144	-36	144	6	97	91	-4%	-1%
Cn1nc(C(=O)Nc2ccc(S(=O)(=O)N3CCCC3)cc2)ccc1=O	6	127	-6	127	6	87	81	20%	2%
Cc1ccc(CNc2ccc3c(c2)OCO3)c(C)c1	-9	96	9	96	6	30	24	10%	34%
CCS(=O)(=O)N1CCCC(C(=O)NCC2CCCO2)C1 (stereo not given)	3	127	-3	127	10	105	94	12%	-3%
Cc1ccc2nc(-c3ccc(NC(=O)CN4CCN(C(=O)c5ccco5)CC4)cc3)sc2c1	25	127	-25	127	-18	44	62	-35%	17%
O=C(O)C1CCN(c2ncccn2)CC1	15	137	-15	137	-2	97	99	9%	-2%
CSc1nnc(C)c(=O)[nH]1	8	124	-8	124	6	106	99	/	/
Cc1cccc(OCC(=O)O/N=C(\N)c2ccc(Cl)cc2)c1	-3	46	3	46	/	/	/	/	0%
Cc1n[nH]c(C)c1S(=O)(=O)Nc1ccc2c(c1)OCCO2	-1	143	1	143	11	98	87	/	/
CC(=O)Nc1cccc(-c2csc(Nc3cc(C)ccn3)n2)c1	0	96	0	96	/	/	/	-40%	4%
COc1cccc(-n2nnc3c(=O)n(Cc4ccc(Br)cc4)cnc32)c1	0	108	0	108	-6	81	87	-10%	21%
Cc1ccc(SCC(=O)NCc2cccnc2)cc1	10	167	-10	167	5	97	92	8%	4%
O=C(CCN1C(=O)c2ccccc2C1=O)NC(=S)Nc1cccc(Cl)c1	0	169	0	169	/	/	/	10%	-4%

Not all compounds are listed; count on the stated rates, not on these rows.
